# Source: PubChem BioAssay (several laboratories)
# HIF-2a inh – HIF-2a reporter inhibitors, primary screen, luminescence, 786-0 RCC cells; 786-0 RCC cells HIF-2a reporter, luciferase luminescence, overnight; inhibition, % at 18.8 µM; 360,000 compounds, 0.72% hits;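 active = inhibition of the luminescence signal of 40% or more relative to plate controls, in a single-dose primary screen at 18.75 µM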
# aDG glyco act – activators of alpha-DG glycosylation, primary screen, uHTS, Pro5-aDG cells, AlphaScreen. alpha-DG glycosylation AlphaScreen (IIH6); 0% Pro5, 100% B10-LARGE cell signal. activation, % at 10 µM. 360,000 compounds, 0.22% hits;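 active = activation of at least 8% versus controls, or a plate z-score of at least 8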;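 also: Pro5 are CHO cells carrying HIG-tagged alpha-DG that lacks glycosylation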
# TWEAK-Fn14 inh – inhibitors of TWEAK-Fn14 signaling, primary screen, luciferase reporter cells, uHTS; TWEAK-stimulated Fn14 reporter cells, luciferase luminescence, 8 h; inhibition, % at 10 µM; 360,000 compounds, 2% hits; AID 1159606, 2016; in the data active = inhibition above about 50%
# TRPM1 prom inh – inhibitors of MITF-dependent TRPM1 promoter reporter, primary screen, cell-based, SK-MEL-5, single point, luciferase | SK-MEL-5 TRPM1 promoter luciferase, 24 h | inhibition, % at 12.5 µM | 330,000 compounds, 0.83% hits;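 active = mean inhibition across replicates of 60% or more, whatever share of single replicates reaches that level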; also: values of inactives mirror those of a sister screen read the other way
# KKLEB tox – cytotoxicity in KKLEB CF airway cells, primary screen, cytotoxicity control for CF NF-kB inhibitor project, cell-based, uHTS, fluorescence assay plates. 360,000 compounds, 0.36% hits. KKLEB CF airway cells viability, ATPlite luminescence, overnight; stronger effect = lower value; cells stimulated with P. aeruginosa culture filtrate. activity change (cytotoxicity), % at 5 µM;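 active = corrected activity change at or below -50% at 5 µM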
# Shn3 3UTR inh – reduction of Shn3 3'UTR firefly luciferase signal, primary screen, Schnurri-3 inhibitor project, cell-based, Clone20 osteoblasts, set 2; Clone20 osteoblast Shn3 3'UTR firefly luciferase, 24 h; inhibition, % at 12.5 µM; AID 588674, 2011; 360,000 compounds, 0.52% hits;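 active = mean inhibition of at least 75% with every replicate also reaching 75%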;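 also: 0% = median of neutral control wells and 100% = pilot-screen positive control compound; some compounds past the cut are filed as inactive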
# CF NFkB block – inhibitors of PAF-induced NF-kB signaling, primary screen, cell-based, GFP fluorescence, uHTS; KKLEB NF-kB-GFP reporter, GFP fluorescence overnight; inhibition, % at 5 µM; 360,000 compounds, 0.86% hits;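 active = at least 50% inhibition at 5 µM, scaled per plate between neutral and stimulator controls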;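 also: PAF is a Pseudomonas aeruginosa culture filtrate used as stimulus; plate controls were PAF-stimulated DMSO wells for no effect and unstimulated DMSO wells for full effect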
# Peg3 prom inh – Peg3 promoter-driven luciferase inhibitors, primary screen, cell-based, HeLa, luciferase luminescence | HeLa PEG-Prom luciferase reporter, overnight | inhibition, % at 20 µM | 360,000 compounds, 1.7% hits | AID 588405, 2011;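 active = inhibition of at least 50% at 20 µM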
# NR2E3 ag-1 – inhibitors of NR2E3-RetCOR corepressor binding, primary screen, NR2E3 agonist project, biochemical, TR-FRET, GST-NR2E3, biotin-RetCOR | AID 2300, 2010 | 1536-well | 320,000 compounds, 0.12% hits | Photoreceptor-specific nuclear receptor (Homo sapiens), Q9Y5X4 | inhibition of corepressor binding, % at 4.78 µM;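 active = percent inhibition above the cutoff of mean plus 3 SD of all tested compounds, set per screening campaign, cut at about 20% in these data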;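 also: 0% = DMSO wells and 100% = biotin wells as full block of FRET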
# Target sequence (Q9Y5X4 whole entry, looked up): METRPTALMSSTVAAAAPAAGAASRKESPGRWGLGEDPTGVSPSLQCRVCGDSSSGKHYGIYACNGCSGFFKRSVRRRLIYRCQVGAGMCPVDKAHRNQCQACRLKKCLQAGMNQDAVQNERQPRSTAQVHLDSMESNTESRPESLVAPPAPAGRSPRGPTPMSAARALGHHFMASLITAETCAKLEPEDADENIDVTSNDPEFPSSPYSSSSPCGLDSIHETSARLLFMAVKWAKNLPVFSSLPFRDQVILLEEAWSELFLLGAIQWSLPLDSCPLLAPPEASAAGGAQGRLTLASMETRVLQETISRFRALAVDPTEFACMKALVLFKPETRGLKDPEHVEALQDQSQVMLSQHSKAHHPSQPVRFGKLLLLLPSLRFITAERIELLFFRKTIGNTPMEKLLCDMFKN
#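 Material – GST-tagged NR2E3 plus biotinylated RetCOR corepressor · Quantity – NR2E3 fusion 1.35 nM · Times – 5 h incubation at 4 °C · Medium – pH 7.5 Tris-based buffer · Technique – TR-FRET, Eu(K)-anti-GST donor, streptavidin-D2 acceptor, ex 340, em 617/671 nm · Benchmarks – high control biotin, low control 0.6% DMSO · Format – 1536-well plates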
# iPSC survival up – enhancers of single-cell hiPSC survival, primary screen, ATPlite luminescence; 100% = ROCK inhibitor wells, 0% = DMSO; survival enhancement, % at 20 µM; 360,000 compounds, 0.044% hits; AID 602274, 2012; in the data active = survival enhancement above about 18%;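 also: cells exposed to compounds for 16 hours before the ATP read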
# NR2E3 ag-2 – NR2E3 agonists in two-hybrid cells, primary screen, cell-based, luminescence, CHO-S, Gal4-NCOR/VP16-NR2E3; Photoreceptor-specific nuclear receptor (Homo sapiens), Q9Y5X4; luciferase; inhibition of corepressor binding, % at 3.98 µM; 360,000 compounds, 0.35% hits; AID 602229, 2012;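 active = inhibition above the mean of all tested compounds plus 3 SD, cut at about 70% in these data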;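 also: 0% = DMSO with NR2E3 transfected cells and 100% = cells lacking NR2E3 construct; higher means lower luciferase signal from less NR2E3 corepressor binding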
# * hit, by the source's call; x = not tested or not shown.
structure,HIF-2a inh,aDG glyco act,TWEAK-Fn14 inh,TRPM1 prom inh,KKLEB tox,Shn3 3UTR inh,CF NFkB block,Peg3 prom inh,NR2E3 ag-1,iPSC survival up,NR2E3 ag-2
Cc1c(Cc2ccc3c(c2)OCO3)sc(NC(=O)C(C)(C)C)c1C#N,-28,-0.3,16,-1,-6,16,21,22,2,1.4,1
CCCCN(CC)C(=O)c1n[nH]c(=O)c2ccccc12,37,-0.2,13,-1,2,4,-2,12,2,-2.2,13
COc1cc(OC)cc(N(C(=O)C2COc3ccccc3O2)C(C(=O)NC2CCCCC2)c2ccc(O)cc2)c1 (centres undefined),18,0.7,21,21,4,16,11,33,0,-1.6,-14
O=C(CSc1nc2ccccc2c(=O)n1-c1ccccc1)N1CCc2ccccc21,1,-0.3,-63,8,-22,31,16,10,0,-2.2,19
O=S(=O)(c1cccc(NC(=S)Nc2ccc(Br)cc2Cl)c1)N1CCOCC1,-1,-0.2,-1,7,-19,-7,-6,9,1,2.5,-7
CCOc1ccccc1NC(=O)CSC1=NN2CCCC(=O)N=C2S1,14,0.1,-18,4,-9,12,14,7,3,0.0,8
CN(C(=O)c1cccc(NC(=O)Cc2cccc([N+](=O)[O-])c2)c1)C1CCCCC1,0,0.2,7,7,-6,39,-20,19,x,1.4,-7
CCC(=O)N/N=C(\C)CC(=O)Nc1ccccc1-c1ccccc1,20,0.2,-4,-8,0,-7,14,0,-2,1.9,-11
COc1ccc(/C=N\NC(=O)c2ccccc2)cc1COc1ccccc1,-25,0.5,24,-2,-2,-11,0,18,-1,-0.3,-75
O=C(Nc1cccnc1)Nc1ccccc1Cl,-85,-0.1,-26,-26,-40,-43,17,-75,0,7.5,-41
O=[N+]([O-])c1cc([N+](=O)[O-])c2nonc2c1Nc1ccc(O)cc1,16,0.3,9,9,-6,5,-3,2,1,-0.6,-21
COc1ccc(S(=O)(=O)NCC(c2ccc(C)cc2)N2CCN(C)CC2)cc1 (centres undefined),-4,-0.1,1,0,5,-16,7,-14,-1,-0.2,21
CC(C)(C)c1ccc(/C=C/C(=O)N2CCN(c3ncccn3)CC2)cc1,-30,0.1,16,-6,-9,-18,5,-15,0,-0.2,-17
Cn1c(-c2ccccc2)c[n+]2c1-c1ccccc1C2,-9,0.2,1,10,7,10,-5,-11,4,1.2,-2
O=C(CSc1nnc2ccc(-c3cccnc3)nn12)Nc1ccc(F)cc1F,21,0.0,-3,10,0,x,-3,12,2,0.5,9
CCCNC(=O)CS(=O)(=O)Cc1nc(-c2cccc(OC)c2)oc1C,5,0.6,8,x,-17,24,15,-3,4,0.8,10
O=C(CNC(=O)c1cccc(Cl)c1)N/N=C/c1cccnc1,-1,0.1,14,2,-2,-2,-26,-7,-2,0.1,0
Cc1ccccc1N(CC(=O)N/N=C/c1ccc(F)cc1)C(=O)c1ccccc1,18,-0.2,17,10,12,-1,-13,16,2,-3.8,0
COc1ccc(NC(=O)CCCC(=O)NCCc2ccc(OC)c(OC)c2)cc1,17,0.0,89*,13,17,1,-14,8,0,1.0,-11
CCN(CC(=O)NC1CCS(=O)(=O)C1)S(=O)(=O)c1ccc(C)cc1C (centres undefined),15,0.1,-16,-9,5,26,-16,-1,5,5.3,6
Cc1c(NC(=S)NC(=O)c2ccco2)c(=O)n(-c2ccccc2)n1C,13,-0.2,-11,-10,-4,-17,8,-8,-2,2.6,6
COC(=O)c1ccc(NC(=O)c2ccc(C)cc2)o1,-114,0.2,-4,-26,4,-18,0,-95,1,-4.6,-7
O=c1oc2c(CN3CCCCC3)c(O)ccc2cc1-c1nc2ccccc2[nH]1,-11,0.0,14,5,0,9,0,-10,x,4.8,4
COc1ccc(Cn2c(-c3ccc(Cl)cc3)c[n+]3ccccc23)cc1,-282,-0.3,-13,30,-2,-7,0,-255,-6,-1.7,-71
CCOc1ccc(NCc2nnc(SCC(=O)Nc3cc(C)on3)n2-c2ccc(OC)cc2)cc1,6,0.0,-14,5,3,5,8,4,1,-2.4,-27
Cc1ccc2nc(-c3ccccc3)cn2c1,73*,0.1,105*,88*,5,84,-14,89*,5,-3.5,-14
Cc1ccc(NC(=S)NNC(=O)CSc2nc3ccccc3c(=O)n2-c2ccc(C)cc2)cc1,17,-0.1,7,3,24,18,-24,4,4,0.1,-19
COc1ccccc1CNC(=O)COC(=O)c1c[nH]c2ccccc12,7,0.1,-5,25,-5,10,1,1,x,-0.5,14
CCC(CC)C(=O)Nc1cc(C(=O)NCCc2ccccc2)ccc1Cl,-76,0.0,-11,-3,2,0,5,-41,4,-2.2,-10
CN1CCC(=NNC(=O)C(=O)Nc2ccc(F)cc2)CC1,-42,-0.5,-21,-12,7,-19,33,-35,3,-1.1,-23

# An excerpt from above in order of the Peg3 prom inh value, descending:
canonical_smiles,Peg3 prom inh
Cc1ccc2nc(-c3ccccc3)cn2c1,89*
O=C(CNC(=O)c1cccc(Cl)c1)N/N=C/c1cccnc1,-7
COC(=O)c1ccc(NC(=O)c2ccc(C)cc2)o1,-95

# Next section:
structure,HIF-2a inh,aDG glyco act,TWEAK-Fn14 inh,TRPM1 prom inh,KKLEB tox,Shn3 3UTR inh,CF NFkB block,Peg3 prom inh,NR2E3 ag-1,iPSC survival up,NR2E3 ag-2
Cc1noc(C)c1NC(=O)Nc1ccc2c(c1)C(=O)N([C@H](C)CO)C[C@H](C)[C@@H](CN(C)S(=O)(=O)c1cn(C)cn1)O2,1,-0.2,4,-4,8,2,-4,-1,x,0.6,-29
O=C(CSc1nnc2c3c4c(sc3ncn12)CCCC4)NCc1ccco1,7,0.1,7,1,-23,9,2,-2,-1,1.0,-27
CN(C(=O)Cc1c(C(=O)O)n(C)c2ccccc12)c1cccc(C(F)(F)F)c1,14,-0.1,0,17,-2,-12,2,12,0,1.4,24
CCOc1ccc(CNC(=O)CCS(=O)(=O)Cc2ccccc2C)cc1OC,-3,0.1,13,0,1,-15,-22,0,4,5.2,13
CC12CCC(C(=O)NNC(=O)c3ccccc3)(OC1=O)C2(C)C (centres undefined),18,0.0,-2,6,8,-3,-15,12,0,0.2,15
O=C(CNC(=O)c1ccc(Cl)cc1)NNc1c(F)c(F)cc(F)c1F,8,0.2,-13,-9,-2,9,12,3,x,3.9,-1
COc1cc(CNn2c(C)n[nH]c2=S)cc(Br)c1OCC(=O)NC(C)(C)C,15,0.1,-30,-2,-2,13,20,18,0,0.3,-36
CCOc1ccc(S(=O)(=O)Nc2ccccc2C(=O)N2CCOCC2)cc1,8,0.0,7,-5,8,-10,-8,-6,-1,-0.4,-21
C=CCNC(=O)COC(=O)COc1ccc(Cl)cc1C,15,-0.2,0,1,2,12,-14,4,0,1.3,-4

# Reformatted: results already given.
# Each structure is followed by: HIF-2a inh	aDG glyco act	TWEAK-Fn14 inh	TRPM1 prom inh	KKLEB tox	Shn3 3UTR inh	CF NFkB block	Peg3 prom inh	NR2E3 ag-1	iPSC survival up	NR2E3 ag-2
COc1ccccc1CNC(=O)COC(=O)c1c[nH]c2ccccc12
→ 7	0.1	-5	25	-5	10	1	1	x	-0.5	14
CCC(CC)C(=O)Nc1cc(C(=O)NCCc2ccccc2)ccc1Cl
→ -76	0.0	-11	-3	2	0	5	-41	4	-2.2	-10
CN1CCC(=NNC(=O)C(=O)Nc2ccc(F)cc2)CC1
→ -42	-0.5	-21	-12	7	-19	33	-35	3	-1.1	-23
Cc1noc(C)c1NC(=O)Nc1ccc2c(c1)C(=O)N([C@H](C)CO)C[C@H](C)[C@@H](CN(C)S(=O)(=O)c1cn(C)cn1)O2
→ 1	-0.2	4	-4	8	2	-4	-1	x	0.6	-29
O=C(CSc1nnc2c3c4c(sc3ncn12)CCCC4)NCc1ccco1
→ 7	0.1	7	1	-23	9	2	-2	-1	1.0	-27
CN(C(=O)Cc1c(C(=O)O)n(C)c2ccccc12)c1cccc(C(F)(F)F)c1
→ 14	-0.1	0	17	-2	-12	2	12	0	1.4	24
CCOc1ccc(CNC(=O)CCS(=O)(=O)Cc2ccccc2C)cc1OC
→ -3	0.1	13	0	1	-15	-22	0	4	5.2	13
CC12CCC(C(=O)NNC(=O)c3ccccc3)(OC1=O)C2(C)C (centres undefined)
→ 18	0.0	-2	6	8	-3	-15	12	0	0.2	15
O=C(CNC(=O)c1ccc(Cl)cc1)NNc1c(F)c(F)cc(F)c1F
→ 8	0.2	-13	-9	-2	9	12	3	x	3.9	-1
COc1cc(CNn2c(C)n[nH]c2=S)cc(Br)c1OCC(=O)NC(C)(C)C
→ 15	0.1	-30	-2	-2	13	20	18	0	0.3	-36
CCOc1ccc(S(=O)(=O)Nc2ccccc2C(=O)N2CCOCC2)cc1
→ 8	0.0	7	-5	8	-10	-8	-6	-1	-0.4	-21
